OX1R antag – OX1R (HCRTR1) antagonists, primary screen, fluorescence, CHO/OX1R cells, Fluo-8 calcium, orexin A | Orexin/Hypocretin receptor type 1 (Homo sapiens), O43613 | Fluo-8 calcium fluorescence | inhibition, % at 5 µM | 330,000 tested, 0.43% active | AID 434989, 2010;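 active = inhibition above its plate's threshold, mean inhibition of all tested compounds on the plate plus 3 SD, cut at about 37% in these data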;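 also: 0% = orexin A challenge wells and 100% = SB-334867-A antagonist wells; not every result past the cut was called active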
Target sequence (O43613 whole entry, looked up): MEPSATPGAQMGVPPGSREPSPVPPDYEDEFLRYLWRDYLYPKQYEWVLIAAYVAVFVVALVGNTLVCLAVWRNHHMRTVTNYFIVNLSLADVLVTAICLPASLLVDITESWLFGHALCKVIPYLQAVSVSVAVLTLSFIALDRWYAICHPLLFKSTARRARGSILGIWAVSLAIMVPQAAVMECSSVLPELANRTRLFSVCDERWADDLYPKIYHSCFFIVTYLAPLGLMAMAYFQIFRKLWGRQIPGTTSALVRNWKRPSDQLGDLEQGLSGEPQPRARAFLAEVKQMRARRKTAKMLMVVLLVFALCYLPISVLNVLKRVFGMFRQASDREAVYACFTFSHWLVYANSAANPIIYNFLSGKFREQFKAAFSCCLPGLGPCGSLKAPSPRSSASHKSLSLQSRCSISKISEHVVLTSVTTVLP
CHT PAM – CHT positive allosteric modulators, primary screen, cell-based, membrane potential dye, choline EC20 | B-score at 10 µM | CHT-expressing cells; active compounds read high; LV-AA mutant CHT in HEK293 cells | 310,000 tested, 0.49% active | AID 488977, 2010;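 active = initial fluorescence not abnormally high and integrated response B-score, plate-corrected, over 3 SD above library mean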
Target sequence (Q9GZV3 whole entry, looked up): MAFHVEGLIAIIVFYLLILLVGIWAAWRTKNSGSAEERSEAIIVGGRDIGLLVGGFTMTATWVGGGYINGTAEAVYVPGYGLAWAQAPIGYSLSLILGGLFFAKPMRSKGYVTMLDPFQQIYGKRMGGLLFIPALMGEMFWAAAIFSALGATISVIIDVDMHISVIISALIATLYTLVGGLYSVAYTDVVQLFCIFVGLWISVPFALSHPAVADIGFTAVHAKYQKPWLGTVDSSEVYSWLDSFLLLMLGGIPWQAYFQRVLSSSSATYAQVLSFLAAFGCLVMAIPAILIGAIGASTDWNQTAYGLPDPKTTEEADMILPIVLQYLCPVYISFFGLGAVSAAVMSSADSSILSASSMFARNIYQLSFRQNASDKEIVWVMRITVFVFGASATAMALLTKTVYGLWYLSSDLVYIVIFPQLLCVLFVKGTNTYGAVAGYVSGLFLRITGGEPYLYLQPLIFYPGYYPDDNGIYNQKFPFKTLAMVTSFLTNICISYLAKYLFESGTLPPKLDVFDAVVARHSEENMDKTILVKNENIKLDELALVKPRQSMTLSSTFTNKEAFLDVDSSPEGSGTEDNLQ
* marks the source's active call; other numbers are inactive results; i = inactive; · = not tested or not shown. No enrichment for hits; about 0.83% have a hit in one of these screens.

SMILES | OX1R antag | CHT PAM
S=c1[nH]nc(-c2cccs2)n1C1CCCCC1 | -16 | i
CCC(C(=O)NC1CCCC1)N(Cc1ccco1)C(=O)Cn1nnc(-c2ccc(C)cc2)n1 (stereo not drawn) | -32 | i
CCN(CC)C(=O)C1CCCN(Cc2ccc3ccccc3c2)C1 (stereo not drawn) | -17 | i
CC1CCCC(NC(=O)C2CCN(C(=O)Nc3ccccc3)CC2)C1C (stereo not drawn) | -9 | i
O=C(Nc1ccc(F)cc1)C(NC1CCCCC1)c1ccccc1 (stereo not drawn) | -44 | i
Clc1ncnc2scc(-c3ccc(Br)cc3)c12 | -32 | i
Cc1cc(C)nc(N/N=C/c2ccccc2OCc2ccc(Cl)cc2)n1 | -18 | i
Nc1ccc(C(=O)N/N=C/c2sc(N3CCOCC3)nc2-c2ccccc2)cc1 | -15 | i
CCOCCN1CCN(C2c3ccccc3CSc3ccccc32)CC1 (stereo not drawn) | -8 | i
COC(C/C=C\[C@@H](O)[C@H](C)OCc1ccccc1)OC | -12 | i
O=C1CC(c2ccccc2)CC(O)=C1C=Nc1ccccc1O (stereo not drawn) | -12 | i
O=C(Nc1nccs1)C1CCN(S(=O)(=O)c2c(Cl)cccc2Cl)CC1 | -19 | i
O=C(NCc1ccccc1)N(Cc1cc2cc3c(cc2[nH]c1=O)OCO3)CC1CCCO1 (stereo not drawn) | -12 | i
Cc1cc(OC(C)C(=O)NCC(O)c2ccccc2)c2c(C)c(C)c(=O)oc2c1 (stereo not drawn) | -26 | i
COCCNc1nnc(SCC(=O)c2ccc3c(c2)OCO3)s1 | -12 | i
COc1ccc(NC(=O)CC23CC4CC(CC(C4)C2)C3)cn1 | -7 | i
COc1cc(OC)c(OC)cc1CN1CCN(S(=O)(=O)c2ccc(F)cc2)CC1 | -20 | i
CC(C)C(C)NC(=O)COc1ccc(OCc2ccccc2)cc1 (stereo not drawn) | -20 | i
Cc1cc(OCC(=O)Nc2sc3c(c2C#N)CC(C)(C)NC3(C)C)c(C(C)C)cc1Cl | -12 | i
Cc1cccc(NC(=O)c2cnccn2)c1 | -15 | i
O=C(CNC(=O)c1ccc(Oc2ccccc2)cc1)OCc1ccc(Br)cc1 | 34 | i
O=C(Cc1ccc(Cl)cc1Cl)NCC1(N2CCOCC2)CCCCC1 | -33 | i
COc1ccccc1NC(=O)c1ccc(Br)c(S(=O)(=O)N2CCCC2)c1 | -9 | i
O=C(N[C@@H](Cc1c[nH]c2ccccc12)C(=O)O)c1ccccc1Cl | -8 | i
CCC(C(=O)OCCN(CC)CC)c1ccccc1 (stereo not drawn) | -2 | i

Continued.
SMILES | OX1R antag | CHT PAM
Cc1cc2ncn(C(=O)c3ccc4c(c3)OCO4)c2cc1C | -8 | i
CCCOP(=O)(c1ccc(N(C)C)cc1)C(Nc1ccccc1)c1ccc(N(C)C)cc1 (stereo not drawn) | -29 | i
O=C(c1cc(-c2ccc(Br)cc2)on1)N1CCc2ccccc2C1 | -22 | i
Cc1ccc(NC(=O)CSc2nc3nn(-c4ccccc4)c(=O)c-3c3n2CCCCC3)cc1F | -7 | ·
O=C(CN1C(=O)c2ccc([N+](=O)[O-])cc2C1=O)NCc1ccc(C(=O)O)cc1 | -12 | i
COc1ccc(NC(=O)c2ccc(-n3cnnn3)cc2)c([N+](=O)[O-])c1 | -23 | i
Cc1cccc(N2CCN(C(=O)NC3CCCCC3)CC2)c1C | -17 | i
COC(=O)c1ccc(-c2nc(-c3cccs3)no2)cc1 | -20 | i
O=C1NC(C(F)(F)F)(C(F)(F)F)N=C2SC=CN12 | -9 | i
O=C(Nc1cc(C(F)(F)F)ccc1N1CCCC1)C1=COCCO1 | -13 | i
COCc1cc(C)nc2sc(C(=O)OC)c(N)c12 | -15 | i
CC(=O)Nc1ccc(C(=O)OCC(=O)NCc2ccc(Cl)cc2)cc1 | -1 | i
COc1ccc(CNC(=O)C2CCCN(c3nccc(C)n3)C2)cc1 (stereo not drawn) | -21 | i
O=C(CSc1nnc(CCCN2C(=O)c3cccc4cccc(c34)C2=O)n1-c1ccccc1)N1CCN(CCO)CC1 | -25 | i
CCn1c(SCC(=O)N2CCN(c3ccccc3)CC2)nc2c([nH]c3ccccc32)c1=O | -15 | i
COc1cccc(CN2CCC(n3nccc3NC(=O)CCOc3ccccc3)CC2)c1O | -16 | i
CCn1c(C(C)NC(=O)c2ccc(Cl)cc2)n[nH]c1=S (stereo not drawn) | 2 | i
CCOc1ccc(N2CC(C(=O)NC3CCCC3)CC2=O)cc1 (stereo not drawn) | -9 | i
Cn1cc(C(=O)c2ccc(Cl)cc2Cl)cc1C(=O)N/N=C(\N)COc1ccccc1 | -26 | i
CCCNC(=S)N1CCC(NC(=O)C23CC4CC(CC(C4)C2)C3)CC1 | -4 | i
CC(C)(C)NC(=O)C(c1ccc(OCC(N)=O)cc1)N(C(=O)c1cccnc1)C1CC1 (stereo not drawn) | -8 | i
CCn1c(CSCc2ccc(C)cc2)nnc1SCC(=O)N1CCN(c2ccccc2)CC1 | -37 | i
COc1ccc(OCCSc2nnc(CCNC(=O)c3ccc(OC)cc3)n2C)cc1 | -9 | i
Cc1ccc(-n2[nH]c(C)c(/C=N/N3C(=O)c4cccc5cccc(c45)C3=O)c2=O)cc1 | -12 | i
CCN(CC)CCNc1ccnc2cc(Cl)ccc12 | -14 | 7.4*

(next part)
SMILES | OX1R antag | CHT PAM
COc1ccc(CCNC(=O)Cn2cccc2C(=O)c2ccccc2)c(OC)c1 | -31 | i
NC(=O)C1(c2ccccc2)CCC(=O)N1c1ccccc1 (stereo not drawn) | -16 | i
CCN(CC)CCCNC(=O)c1ccc(C)c(NC(=O)C2=C(C)OCCS2)c1 | -23 | i
Cc1c(C)n(CCCN(C)C)c2ncnc(Nc3ccccc3)c12 | -16 | i
O=C(CCCn1c(=O)[nH]c2ccsc2c1=O)N1CCCCC1 | -21 | i
CCOc1ccccc1C(=O)NCC(=O)OCC(=O)c1c(N)n(C)c(=O)n(C)c1=O | -12 | ·
COc1ccc(/C=N/NC(=O)C2C(C=C(Cl)Cl)C2(C)C)c(OC)c1 (stereo not drawn) | -29 | i
COc1ccccc1NS(=O)(=O)c1cccc(C(=O)NNC(=O)C(C)NC(=O)c2ccco2)c1 (stereo not drawn) | -19 | ·
CC(NC(=O)c1ccc(Br)cc1)c1ccccc1 (stereo not drawn) | -24 | i
CC(NC(=O)C1CCC(C(C)(C)C)CC1)C(c1ccccc1)N1CCOCC1 (stereo not drawn) | -29 | i
CCNC(=S)NNC(=O)CCn1cc(C)cn1 | -5 | i
C=CCc1cccc2cc(C(=O)N(CC)CC)c(=O)oc12 | -15 | i
CCSc1nnc(NC(=O)C(Cc2ccccc2)n2cccc2)s1 (stereo not drawn) | -30 | i
CN(C)S(=O)(=O)n1cnc([C@H]2c3c(ncn3Cc3ccccc3)C[C@H]3COC(=O)[C@@H]32)c1 | -23 | ·
Cc1cc(=O)oc2cc(OCC3CC(c4ccccc4Cl)=NO3)ccc12 (stereo not drawn) | -19 | i
CNC(=O)c1sc(-c2ccccc2)nc1C | 2 | i
COc1ccc(-c2nc(N)ncc2-c2ccccc2)c(O)c1 | -20 | i
Cc1nc2cc(-c3ccccc3)nn2c(C)c1CCC(=O)NC(C)c1ccc2c(c1)OCCO2 (stereo not drawn) | -5 | i
COc1ccc(CCN(Cc2cccs2)S(=O)(=O)c2ccc(C(=O)O)cc2)cc1OC | -3 | i
CC(=O)c1ccccc1NC(=O)COc1ccc(N(C)S(=O)(=O)c2ccc(C)c(C)c2)cc1 | 2 | ·
COc1ccc(OCC(O)Cn2c(=N)n(CCN3CCOCC3)c3ccccc32)cc1 (stereo not drawn) | -34 | i
COc1ccc(CNC(=O)c2c(C)cc(=O)oc2C)cc1OC | -15 | i
CC1(C)SC[C@H](C(=O)Nc2cccc(Cl)c2)N1C=O | -19 | i
O=C1C2C(c3ccccc3)C=CC(c3ccccc3)C2C(=O)N1c1ccccn1 (stereo not drawn) | -17 | i
COc1ccc(S(=O)(=O)N2CCCCC2)cc1NC(=O)C1CCCC1 | -32 | ·

(further entries)
SMILES | OX1R antag | CHT PAM
CC(C)CN1CCC(=O)N([C@H](CSc2ccc(Br)cc2)Cc2ccccc2)CC1 | -61 | i
CC(=O)c1ccc(OC(C)c2nc3ccccc3s2)cc1 (stereo not drawn) | -26 | i
Fc1ccc(C(c2nnnn2C2CCCC2)N2CCN(Cc3ccncc3)CC2)cc1 (stereo not drawn) | -20 | i
CN(C)c1cccc(N=C2C=C(N3CCOCC3)CC(C)(C)C2)c1 | -3 | i
CCOc1ccc(N2CC(C(=O)OC)CC2=O)cc1 (stereo not drawn) | -13 | i
CCC(=O)c1ccc(OCc2ccc(C(=O)OC)o2)c(OC)c1 | -17 | i
CN1CCCN(S(=O)(=O)c2cccc(C(F)(F)F)c2)c2nc3ccccc3nc21 | -16 | ·
COc1ccccc1NC(=O)C(C)OC(=O)CCSc1ccc(F)cc1 (stereo not drawn) | -23 | i
CCC(C)NC(=O)CSc1nc2c(sc(=S)n2Cc2ccco2)c(=O)n1-c1ccccc1 (stereo not drawn) | -23 | i
CCOc1ccccc1/C=N/NC(=O)c1cccc(S(=O)(=O)N2CCOCC2)c1 | -20 | i
Cc1nc2c(sc(=S)n2Cc2ccco2)c(=O)n1CC(=O)Nc1ccc(F)cc1 | -18 | i
COc1ccc(C(=O)NC(=S)NNC(=O)CNC(=O)C2CCCCC2)cc1 | -10 | i
COc1ccc(CNC(=O)CCn2c(=O)[nH]c3ccccc3c2=O)cc1 | -9 | i
COC(=O)c1ccc(N)c(N=CC2=C(O)CC(C)(C)CC2=O)c1 | 10 | i
COC(=O)c1ccc2nc(C)cc(Nc3ccccc3C)c2c1 | -25 | 6.6*
Cc1ccc(C(c2sc3ncnn3c2O)N2CCC(C)CC2)cc1 (stereo not drawn) | -9 | i
COc1ccc(N2CCN(C(=O)c3cc(=O)c4ccc(C)cc4o3)CC2)cc1 | -16 | i
CC(=O)Nc1ccc(S(=O)(=O)N2CCN(C(=O)c3ncoc3-c3ccccc3F)CC2)cc1 | -10 | i
O=C(Nc1ccn(Cc2ccc(F)cc2)n1)c1ccncc1 | -5 | i
Cc1cc(C)c(S(=O)(=O)NCCn2c(C)cc3ccccc32)c(C)c1 | -13 | i
CN(C)CCCOc1cccc(Oc2ccccc2)c1 | -1 | i
CC(=O)Nc1ccc(S(=O)(=O)N[C@@H](C)C(=O)Nc2ccc(N3CCOCC3)cc2)cc1 | -5 | i
O=S(=O)(N/N=C/c1ccc2c(c1)OCO2)c1ccc(Br)cc1 | -11 | i
O=C(COC(=O)Cc1cccc(C(F)(F)F)c1)Nc1cccc2ccccc12 | -7 | i
COc1ccc(NC(C)=O)cc1S(=O)(=O)NC1CCSc2ccccc21 (stereo not drawn) | -16 | i

Going on with the list:
SMILES | OX1R antag | CHT PAM
Cc1cccc(NC(=O)c2cccc(C(=O)Nc3cccc(C)c3C)n2)c1C | -18 | i
Cc1ccc(O)c(N=Nc2ccc(S(=O)(=O)N3CCCC3)cc2)c1 | -26 | i
CC(C)c1ccc(N(CC(=O)N2CCOCC2)S(C)(=O)=O)cc1 | -8 | i
Cc1nc(SC(C)C(=O)NCC2CCCO2)c2cc(-c3ccccc3)sc2n1 (stereo not drawn) | -28 | i
COc1ccc(OC(C)C(=O)NCC2CCCO2)cc1 (stereo not drawn) | -12 | i
COc1ccccc1N1CCN(C2CCCN(C(=O)c3ccnc4ccc(C)cc34)C2)CC1 (stereo not drawn) | -34 | i
COc1ccccc1NC(=O)c1cc(Cl)nc2ccccc12 | -22 | i
O=C(CSc1nc2ccccc2[nH]1)c1ccc(Cl)s1 | -24 | i
CCN(CC(=O)Nc1ccc(NC(C)=O)cc1)C(=O)c1oc2c(ccc3ccccc32)c1C | -16 | ·
COC(=O)C1(C)NC(c2ccc(O)cc2)C2C(=O)N(c3ccccc3)C(=O)C21 (stereo not drawn) | -10 | i
COc1ccc(/C=C/C(=O)OC(C)C(=O)c2ccccc2)cc1OC (stereo not drawn) | -32 | i
CC1CC1C(=O)OCC(=O)NCc1ccc(Cl)cc1 (stereo not drawn) | -7 | i

Of the compounds above, 12 contain fluorine.
SMILES | OX1R antag | CHT PAM
O=C(Nc1ccc(F)cc1)C(NC1CCCCC1)c1ccccc1 (stereo not drawn) | -44 | i
COc1cc(OC)c(OC)cc1CN1CCN(S(=O)(=O)c2ccc(F)cc2)CC1 | -20 | i
Cc1ccc(NC(=O)CSc2nc3nn(-c4ccccc4)c(=O)c-3c3n2CCCCC3)cc1F | -7 | ·
O=C1NC(C(F)(F)F)(C(F)(F)F)N=C2SC=CN12 | -9 | i
O=C(Nc1cc(C(F)(F)F)ccc1N1CCCC1)C1=COCCO1 | -13 | i
Fc1ccc(C(c2nnnn2C2CCCC2)N2CCN(Cc3ccncc3)CC2)cc1 (stereo not drawn) | -20 | i
CN1CCCN(S(=O)(=O)c2cccc(C(F)(F)F)c2)c2nc3ccccc3nc21 | -16 | ·
COc1ccccc1NC(=O)C(C)OC(=O)CCSc1ccc(F)cc1 (stereo not drawn) | -23 | i
Cc1nc2c(sc(=S)n2Cc2ccco2)c(=O)n1CC(=O)Nc1ccc(F)cc1 | -18 | i
CC(=O)Nc1ccc(S(=O)(=O)N2CCN(C(=O)c3ncoc3-c3ccccc3F)CC2)cc1 | -10 | i
O=C(Nc1ccn(Cc2ccc(F)cc2)n1)c1ccncc1 | -5 | i
O=C(COC(=O)Cc1cccc(C(F)(F)F)c1)Nc1cccc2ccccc12 | -7 | i

Bioassay records from PubChem BioAssay.
